# High-throughput results as filed in PubChem.
# M1AAP inhibition – malaria alanyl aminopeptidase activity blockers – biochemical, fluorogenic H-Leu-NHMec substrate, 1536-well (AID 1445); inhibition, % at 30 µM, or IC50 in µM where a hit was titrated; 0.42% of 220,000 active; recombinant M1AAP, H-Leu-NHMec fluorogenic kinetic assay; higher % means a stronger effect;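 active = primary inhibition above the hit cutoff, then over 50% inhibition at one or more dose response concentrations, cut at about 23% in these data, passing the limit was not always enough; inconclusive = conflicting primary data, or primary hits not chosen for dose response; inactive = low primary inhibition, or under 50% at every dose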;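 also: plate controls were DMSO full reaction for no effect and no enzyme background for full effect; strong numbers were not always called active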
# XIAP antagonists – XIAP antagonists, biochemical, IAP family, fluorescence polarization (AID 1018); displacement, % at 20 µM, or IC50 in µM where a hit was titrated; XIAP BIR domain, fluorescence polarization peptide displacement; higher % means a stronger effect; 0.007% of 200,000 active; in the data active = displacement above about 50%; also: a part of the inactive calls stands beside numbers as strong as those of hits
# Siah-1 displacement – blockers of Siah-1 interaction with plectin peptide – biochemical, fluorescence polarization, rhodamine-plectin, uHTS, primary screen (AID 1817). Siah-1 / rhodamine-plectin peptide fluorescence polarization; higher % means a stronger effect. 0.02% of 290,000 active. one-dose displacement, % at 20 µM; IC50 in µM for titrated hits;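 active = displacement of at least 50% at 20 µM, with a fluorescence ratio check between 0.3 and a set limit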;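 also: plate controls were Siah plus tracer with DMSO for no effect and tracer alone without Siah for full effect; strong numbers were not always called active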
# LYP inhibition – PTPN22 lymphoid phosphatase activity blockers – biochemical, fluorescence intensity, uHTS (AID 1779) | recombinant LYP phosphatase, fluorescence intensity; higher % means a stronger effect | inhibition, % at 11.5 µM; hits with a dose series show IC50 in µM | 0.054% of 290,000 active;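 also: plate controls were vehicle with enzyme for no effect and no enzyme for full effect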
# AID2073 – disruptors of CaV2.2 binding to Mint1 – biochemical, HTRF (AID 2073); inhibition, % at 20 µM, or IC50 in µM where a hit was titrated; HTRF protein-protein interaction, Mint1-CaV2.2; higher % means a stronger effect; 0.19% of 290,000 active; in the data active = inhibition mostly above about 51%, no sharp cut-off; inconclusive = no clear call, values can overlap the other calls; inactive = mostly below about 53%; also: some results filed as inactive read as strong as hits
# HEK293 NOD2/NF-kB – inhibition of NOD2-driven NF-kB reporter – cell-based, luminescence, uHTS, HEK293 (AID 1566). 0.63% of 290,000 active. one-dose inhibition, % at 4 µM; EC50 in µM for titrated hits. HEK293 NOD2/NF-kB luciferase reporter, luminescence; higher % means a stronger effect; also: many of its hits are not listed in these tables
# P. falciparum M17LAP – P. falciparum M17LAP inhibitors, primary screen, biochemical, fluorogenic H-Leu-NHMec substrate, 1536-well (AID 1619); recombinant M17LAP, H-Leu-NHMec fluorogenic kinetic assay; higher % means a stronger effect; inhibition, % at 30 µM, or IC50 in µM where a hit was titrated; 0.38% of 220,000 active;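 active = compound inhibiting the enzyme by more than half at any dose during confirmatory dose-response retesting; inconclusive = strong single-dose inhibitors picked by rank but not retested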;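 also: plate controls were full reaction with DMSO carrier for no effect and no enzyme background for full effect; strong numbers were not always called active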
# CSM14.1 death rescue – protection against thapsigargin-triggered cell killing – 384-well, CSM14.1, ATP luminescence, primary screen (AID 1222). CSM14.1 thapsigargin-induced death rescue, ATP luminescence; higher % means a stronger effect. one-dose cellular ATP content (survival), % at 20 µM; EC50 in µM for titrated hits. 190,000 tested, under 10 active;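 active = EC50 below 50 µM in the dose-response confirmation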;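 also: death triggered by thapsigargin at about 15 µM added after 2 h compound pretreatment; cell ATP read after overnight thapsigargin exposure of roughly 18 to 22 hours; normalized against plate controls of thapsigargin alone and 5% DMSO vehicle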
# Lipid droplet – modulators of hepatic lipid droplet formation. AML12 mouse hepatocytes, oleate lipid droplets, BODIPY imaging. 0.4% of 240,000 active. inhibition, % at 6.5 µM;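 active = lipid droplet intensity inhibited by at least 50%, with more than 500 cells counted; inconclusive = wells with under 300 cells, treated as cytotoxic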
#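 System: AML12 hepatocytes (mouse). Probe or stimulus: oleic acid at 100 µM to induce lipid droplet formation. Times: overnight treatment with compound plus oleate. Detection: Image-based BODIPY and DAPI two-channel analysis. Evaluation: percent inhibition of filter-corrected integrated lipid droplet intensity per well.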
# Lipid droplet cells 6.5 µM – recorded beside Lipid droplet, whose call it bears; cell count; measured here: cell count, cytotoxicity flag;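 cells counted across two imaged fields per well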
# * marks the source's active call; other numbers are inactive results; ? = inconclusive; / = not tested or not shown. Rule as the data show it, unless noted: active = inhibition above about 50%; inactive = the rest. Some of the compounds tested. The share of hits here may be higher or lower than overall.
item	Compound	M1AAP inhibition	XIAP antagonists	Siah-1 displacement	LYP inhibition	AID2073	HEK293 NOD2/NF-kB	P. falciparum M17LAP	CSM14.1 death rescue	Lipid droplet	Lipid droplet cells 6.5 µM
1	CC(C)=CC(=O)Nc1ccc2c(c1)OCO2	88%	-4.3%	4%	-6%	-4%	-83%	14%	-4.1%	12	785
2	COc1ccc(-c2ccc(-c3noc(-c4ccccc4OC)n3)c(OC)n2)cc1	13%	-5.4%	0%	1%	46%	12%	-6%	-2.6%	-5	665
3	CN=c1c([N+](=O)[O-])nn(-c2ccc3c(c2)OCCO3)n1O	10%	-4.6%	-4%	-3%	-6%	-24%	20%	-1.8%	-29	661
4	COc1cccc(C2C(C(=O)c3ccc(C)o3)=C(O)C(=O)N2CCN2CCOCC2)c1OC (stereo unspecified)	/	/	1%	-6%	5%	1%	/	/	-10	799
5	Cc1cc(NCc2ccccc2)n2ncnc2n1	3%	-6.7%	4%	-2%	-7%	13%	7%	-0.9%	-98	649
6	COc1ccccc1/C=C/C(=O)NCC(=O)N1CCC(N(C)C2CCCC2)CC1	3%	-4.3%	-4%	0%	-4%	-4%	4%	-0.2%	13	753
7	Nc1cc(C(=O)O)ccc1Nc1ccc(F)c(F)c1	4%	3.7%	4%	-4%	4%	2%	17%	-1.3%	9	705
8	Cc1nn(C)cc1CNC(=O)c1cccc(Cl)c1	0%	-17%	2%	-7%	8%	12%	4%	-2.4%	-13	736
9	CC1=C(C(=O)OCC2CCCO2)C(c2ccccc2OC(C)C)C2=C(CC(c3ccco3)CC2=O)N1 (stereo unspecified)	12%	-3.5%	-1%	-1%	19%	13%	2%	/	1	696
10	O=C1c2ccccc2C(=O)N1/N=C/c1ccc(O)c(O)c1	9%	-0.7%	13%	-1%	-28%	0%	30µM*	-1.3%	21	674
11	COc1ccc(/C=N/n2cncn2)cc1Cn1cc([N+](=O)[O-])cn1	0%	/	4%	-1%	4%	16%	4%	/	2	750
12	COC(=O)c1sccc1NC(=O)c1ccnn1C	/	/	7%	-2%	2%	-4%	/	/	-2	838
13	Cc1nc(NCC2CCCO2)c2nnn(Cc3ccccc3)c2n1 (stereo unspecified)	4%	-7.0%	-2%	-11%	-3%	5%	-13%	-0.8%	/	/
14	O=C(O)c1cc(-c2ccco2)nn1-c1ccc(Cl)cc1	6%	-5.0%	4%	3%	5.1µM*	17%	58%	0.1%	6	698
15	COc1ccc(CCNC(=O)c2cccnc2)cc1	-1%	-1.9%	3%	-12%	-1%	2%	-5%	1.9%	-7	788
16	CC(NCC(O)COCc1cccs1)C1CC2CCC1C2 (stereo unspecified)	3%	-11%	4%	-4%	1%	-14%	8%	-0.7%	0	786
17	O=C(/C=C/c1cccnc1)c1ccc(NC(=O)c2cccc(Br)c2)cc1	1%	-8.9%	0%	-4%	1%	-13%	-5%	-0.9%	/	/
18	Fc1ccc(C(c2nnnn2Cc2cccs2)N2CCN(C3CCCC3)CC2)cc1 (stereo unspecified)	8%	-12%	1%	-2%	-6%	-19%	2%	-1.2%	/	/
19	Cc1cc(-c2ccccc2)nc(N2CCC(C(=O)NC(C)C)CC2)n1	1%	0.6%	4%	-6%	2%	11%	-2%	-0.7%	/	/
20	CS(=O)(=O)c1ccc(Cl)c(NC(=O)COC(=O)c2ccc(F)cc2Cl)c1	9%	-1.3%	2%	-5%	3%	4%	12%	-1.2%	6	709
21	CN=c1scc(-c2ccccc2F)n1/N=C/c1ccc[nH]1	1%	-3.7%	0%	-1%	30%	90%*	2%	-0.6%	11	680
22	CCOC(=O)c1cc2c(=O)n3cccc(C)c3nc2n(CCCOC)c1=NC(=O)c1cccnc1	13%	-6.5%	-1%	-17%	0%	5%	-194%	-0.7%	/	/
23	CS(=O)(=O)N(CC(=O)NCc1ccccc1Cl)c1cccc([N+](=O)[O-])c1	-9%	-6.2%	-4%	-4%	3%	-3%	23%	-0.5%	3	716
24	COc1ccc(OC)c(NC(=O)c2ccc(-c3cccs3)cc2)c1	4%	-0.7%	-5%	-4%	23%	9%	5%	/	-12	667
25	OCCC1CN(Cc2ccccc2-c2ccco2)CCN1C1CCCC1 (stereo unspecified)	-1%	-8.2%	3%	-5%	?	-5%	-5%	-1.6%	-12	734
26	COCCn1c(SCC(=O)NCc2ccco2)nc2cccnc21	-1%	3.3%	7%	1%	22%	3%	-5%	1.4%	/	/
27	C=CCOc1ccc(C=Nc2ccc(OC)cc2)c(O)c1	3%	0.7%	-2%	-4%	-7%	12%	-4%	-5.2%	-2	747
28	Cc1cc(NCc2ccccc2)nc(N2CCOCC2)n1	5%	-11%	2%	-4%	14%	-3%	14%	-0.7%	/	/
29	N#CC12CCCCC1CC1CCCCC1(C#N)N2N (stereo unspecified)	2%	/	0%	-3%	-47%	2%	-2%	/	10	719
30	COc1ccc(-c2cc3c(=O)n(CC(=O)Nc4ccc(Cl)cc4)ncn3n2)cc1	/	/	0%	-15%	39%	7%	/	/	-7	709
31	Cc1cccc(-c2nc3c(s2)CCc2onc(-c4ccc(Br)cc4)c2-3)c1	/	/	1%	-13%	1%	-3%	/	/	1	735
32	O=C(c1cc(C2CC2)on1)N1CCN(c2ccc(F)cc2)CC1	1%	-0.4%	-1%	2%	10%	-3%	1%	-2.4%	-18	651
33	CC(OC(=O)c1cccs1)C(=O)NCc1ccco1 (stereo unspecified)	-4%	2.0%	0%	-9%	-4%	7%	5%	0.1%	/	/
34	CCSc1nnc(NC(=O)C(C)(C)C)s1	0%	-0.2%	-4%	-10%	0%	0%	9%	-0.7%	/	/
35	Cc1ccc(SCc2cc(=O)[nH]c(N3CCN(Cc4ccc5c(c4)OCO5)CC3)n2)cc1	1%	-3.4%	-5%	8%	32%	-7%	1%	3.1%	-2	723
36	CC(=O)Nc1ccc(NC(=O)c2ccc(COc3ccccc3)cc2)cc1	/	/	4%	-9%	32%	4%	/	/	1	842
37	CCc1ccc(CNC(=O)Cn2nc(-c3ccc(C)cc3)ccc2=O)cc1	-3%	-3.1%	3%	4%	-7%	-4%	5%	-0.8%	7	694
38	OC(Cn1cncn1)c1ccc(Cl)cc1Cl (stereo unspecified)	3%	-6.0%	-2%	-2%	0%	3%	-8%	-2.6%	/	/
39	NC(=O)c1ccc(NC(=O)Cc2cccs2)cc1	/	/	-5%	-7%	22%	-2%	/	/	9	846
40	CN1CCc2c(C#N)c(N3CCCCC3)nc(NCc3ccccc3)c2C1	5%	-2.5%	-4%	-6%	9%	-9%	-10%	0.1%	/	/
41	Cc1nnc(SCC(=O)NCc2ccccc2Cl)[nH]c1=O	4%	-12%	-1%	-4%	10%	8%	2%	-0.5%	18	697
42	O=C(N/N=C\c1cccc([N+](=O)[O-])c1O)C1COc2ccccc2O1 (stereo unspecified)	31µM*	0.1%	5%	-4%	3%	14%	30%	-0.8%	20	664
43	Cc1oc2cc(O)cc(O)c2c(=O)c1-c1ccc2c(c1)OCCCO2	-11%	-3.0%	-3%	-4%	-1%	-13%	11%	0.0%	/	/
44	O=C(c1ccc(S(=O)(=O)Nc2ccccc2)cc1)N1CCCC(C(F)(F)F)C1 (stereo unspecified)	/	/	7%	-7%	7%	11%	/	/	-11	555
45	O=C(O)c1cccnc1SC1CC(=O)N(CCc2ccccc2)C1=O (stereo unspecified)	2%	-19%	-2%	-5%	6%	5%	11%	-2.9%	2	773
46	CC(Cc1cccnc1)NC(=O)c1cc(COc2ccc(F)cc2F)on1 (stereo unspecified)	/	/	2%	-7%	10%	2%	/	/	16	794
47	COc1ccc(CN(C(=O)c2cccc(OC)c2)C2CCS(=O)(=O)C2)cc1 (stereo unspecified)	-2%	/	-8%	-12%	7%	-16%	4%	/	2	643
48	CCCC(=O)N1CCC(Cc2ccccc2)CC1	/	/	8%	-8%	0%	-17%	/	/	-3	861
49	COc1cc(NC(=O)C2CC(c3cccc(Br)c3)=NO2)cc(OC)c1OC (stereo unspecified)	/	/	-4%	-9%	11%	17%	/	/	/	/
50	O=C(Nc1ccc(F)cc1)c1cccnn1	/	/	3%	-7%	14%	9%	/	/	/	/

# Continued.
item	Compound	M1AAP inhibition	XIAP antagonists	Siah-1 displacement	LYP inhibition	AID2073	HEK293 NOD2/NF-kB	P. falciparum M17LAP	CSM14.1 death rescue	Lipid droplet	Lipid droplet cells 6.5 µM
51	COCCN1CCn2c(nc3cc(Nc4nnc(C)c5ccccc45)ccc32)C1	-1%	/	8%	-6%	-4%	-14%	9%	/	-1	695
52	O=C(c1ccco1)N1CCN(Cc2nnc(-c3cccc(Cl)c3)o2)CC1	/	/	-2%	0%	2%	1%	/	/	4	831
53	Cc1noc(/C=C/N(C)C)c1S(=O)(=O)N1CCN(c2ccccc2)CC1	3%	-3.5%	3%	2%	1%	8%	6%	-0.7%	/	/
54	Cc1ccc(NC(=O)c2nc[nH]c2C(=O)N[C@@H](C)C(=O)OC(C)(C)C)cc1	-12%	/	10%	2%	11%	-10%	0%	/	/	/
55	O=C(Nc1ccc(SC(F)F)cc1)c1ccccc1F	-6%	-5.6%	1%	-9%	-10%	-66%	-8%	13%	2	764
56	COC(=O)c1ccc(N=NNc2ccccc2)cc1	4%	-5.1%	-1%	4%	-6%	-97%	-10%	-1.8%	8	641
57	Cc1cccc(Cc2cnc(NC(=O)C3=NCCN3)s2)c1	-4%	-5.2%	-2%	3%	18%	6%	13%	0.9%	-9	701
58	COc1ccc(-n2c3c(cc(C(=O)N4CCN(CCO)CC4)c2=O)C(=O)CC(C)(C)C3)cc1	-2%	-6.9%	3%	-1%	6%	-3%	6%	-3.3%	11	780
59	CC1CCCC(n2cnc3cc(C(=O)O)ccc32)C1C (stereo unspecified)	6%	-0.5%	11%	-6%	37%	4%	14%	-1.7%	-2	751
60	CCN1CCN(c2cc(C)c3cc(NC(=S)NCCCN4CCc5ccccc5C4)ccc3n2)CC1	6%	2.6%	-2%	-10%	-16%	24%	6%	-5.6%	-8	678
61	COc1ccc(C2=NN(C(=O)c3ccccc3)C(c3ccccc3)C2)c(O)c1 (stereo unspecified)	/	/	-4%	5%	18%	-13%	/	/	-7	843
62	Cc1ccc(CSc2nnnn2C)cc1	6%	-4.8%	0%	0%	-13%	-10%	3%	0.1%	/	/
